# Bioassay records: PubChem BioAssay, several laboratories
# GDH-TPI counter = inhibits GDH-TPI coupling enzymes, artifact for Mtb FBA screen; actives 1.2% (n = 360,000); GDH-TPI coupled enzyme counterscreen, NADH absorbance; inhibition, % at 4.8 µM;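 note: 0% = DMSO wells and 100% = wells lacking the enzyme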
# Mtb FBA inh = Mtb fructose-bisphosphate aldolase inhibition; actives 2.3% (n = 360,000); inhibition, % at 1 µM; P9WQA3; purified M. tuberculosis FBA, fluorescence read-out; in the data active = inhibition above about 27%;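 note: 0% = vehicle and 100% = reference inhibitor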
# Target sequence (P9WQA3 whole entry, looked up): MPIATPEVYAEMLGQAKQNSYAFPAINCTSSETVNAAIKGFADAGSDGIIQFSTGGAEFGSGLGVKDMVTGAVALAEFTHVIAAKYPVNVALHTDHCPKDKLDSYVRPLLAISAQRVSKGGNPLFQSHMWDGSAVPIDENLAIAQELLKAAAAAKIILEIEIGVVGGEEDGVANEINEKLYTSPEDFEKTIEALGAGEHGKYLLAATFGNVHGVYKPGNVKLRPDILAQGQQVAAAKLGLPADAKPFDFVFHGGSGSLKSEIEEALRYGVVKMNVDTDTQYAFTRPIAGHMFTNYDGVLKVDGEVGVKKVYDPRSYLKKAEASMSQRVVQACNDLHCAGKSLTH
# BoNT-A LC inh2 = blocks Botulinum neurotoxin A light chain protease | multiplex microsphere protease substrate cleavage, flow cytometry | actives 0.17% (n = 360,000) | AID 588499 | inhibition, % at 10 µM; in the data active = inhibition above about 30%; inconclusive = no clear call, values can overlap the other calls; note: plate controls were buffer without enzyme for full effect and enzyme alone for no effect
# BoNT-F LC inh = inhibitors of Botulinum neurotoxin F light chain protease; Multiplex microsphere protease cleavage assay, flow cytometry; inhibition, % at 10 µM; actives 0.22% (n = 360,000); AID 588497; in the data active = inhibition above about 35%, passing the limit was not always enough; inconclusive = no clear call, values can overlap the other calls; note: plate controls were buffer without enzyme for full effect and enzyme alone for no effect
# PrPC surface inh = cell surface PrPC inhibition, primary TR-FRET screen; actives 0.43% (n = 370,000); AID 720596; TR-FRET read-out; inhibition, % at 13.8 µM; in the data active = inhibition above about 24%; note: 0% = median of the test wells and 100% = reference compound wells
# CCHF vOTU inh = CCHFV vOTU protease inhibition; inhibition, % at 11.5 µM; Pep-AMC fluorescence; actives 0.55% (n = 370,000); note: 0% = vehicle wells with enzyme and 100% = no enzyme wells
# Mtb BioA inh = inhibitors of Mycobacterium tuberculosis BioA enzyme; inhibition, % at 9.99 µM; AID 602481; actives 0.096% (n = 360,000); purified M. tuberculosis BioA enzyme, plate reader; in the data active = inhibition above about 40%; inconclusive = no clear call, values can overlap the other calls
# FadD28 FP inh = inhibitors of Mycobacterium tuberculosis FadD28 bisubstrate binding; FadD28 bisubstrate probe binding, fluorescence polarization; actives 0.22% (n = 360,000); inhibition, % at 12.5 µM; in the data active = inhibition above about 8.5%, passing the limit was not always enough; inconclusive = no clear call, values can overlap the other calls
# UGM FP inh = blocks M. tuberculosis UGM enzyme; actives 0.06% (n = 320,000); inhibition, % at 10 µM; P9WIQ1; purified UGM, fluorescence polarization probe displacement; in the data active = inhibition above about 10%, passing the limit was not always enough; inconclusive = no clear call, values can overlap the other calls
# Target sequence (P9WIQ1 whole entry, looked up): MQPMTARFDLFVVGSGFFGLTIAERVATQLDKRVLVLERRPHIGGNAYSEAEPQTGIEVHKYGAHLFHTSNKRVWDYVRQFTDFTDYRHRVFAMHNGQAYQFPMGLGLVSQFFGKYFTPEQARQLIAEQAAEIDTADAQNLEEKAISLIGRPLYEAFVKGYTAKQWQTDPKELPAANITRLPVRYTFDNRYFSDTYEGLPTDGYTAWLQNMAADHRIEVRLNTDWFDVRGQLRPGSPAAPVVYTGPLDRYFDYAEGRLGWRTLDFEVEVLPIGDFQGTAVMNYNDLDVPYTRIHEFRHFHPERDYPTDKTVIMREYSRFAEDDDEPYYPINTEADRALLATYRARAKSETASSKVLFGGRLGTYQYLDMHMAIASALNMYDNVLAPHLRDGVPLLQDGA
# * marks the source's active call; other numbers are inactive results; ? = inconclusive; . = not tested or not shown; & = joins results of further samples. Cut-off read from the data, not from the text of the source, unless noted: active = inhibition above about 30%; inactive = the rest. Random draw from the library; about 4.8% have a hit in one of these screens.
SMILES,GDH-TPI counter,Mtb FBA inh,BoNT-A LC inh2,BoNT-F LC inh,PrPC surface inh,CCHF vOTU inh,Mtb BioA inh,FadD28 FP inh,UGM FP inh
CC1CCN(C(=O)COC(=O)c2cc3ccccc3oc2=O)CC1,19.8,15.0,0.1,0.9,4.3,-7.8,-0.3,1.1,1.8
C/C(=N\NC(=S)NCCc1ccccc1)c1ccc(Cl)cc1Cl,0.0,2.0,-0.3,4.8,-2.5,4.5,1.0,-1.2,2.2
COc1ccc(-c2cc3nc(NCCOc4ccccc4)ccn3n2)cc1,8.9,9.7,-0.3,-7.0,-2.2,-1.6,-3.0,-2.0,.
COC(=O)c1c(NC(C)=O)sc(C(=O)N2CCOCC2)c1C,4.4,3.8,0.1,7.8,0.6,19.3,.,.,-1.4
COc1ccccc1NS(=O)(=O)c1ccc2oc(SC(C)C(=O)N3CCNC3=O)nc2c1 (configuration not stated),11.8,4.1,0.5,3.8,14.6,9.5,-0.9,-2.0,-0.9
COc1ccc(C(=O)c2ccc(Cl)cc2Cl)cc1,9.1,-4.4,-0.2,-6.9,9.7,9.2,0.3,0.5,2.8
O=C(NC(=S)Nc1nc2ccccc2s1)c1ccco1,23.4,-1.9,-0.1,-3.2,1.9,7.9,.,-2.4,0.1
COc1ccc(CC(=O)NNC(=O)c2cccnc2)cc1OC,-1.6,-0.1,-0.2,-2.7,2.7,-0.7,-0.8,-3.2,-0.2
Cn1c(CSCc2ccc(F)cc2)nnc1SCC(=O)Nc1cccc(C(=O)O)c1,0.0,1.3,0.2,-1.7,6.8,5.5,1.2,-3.2,5.4
CC(=O)Nc1ccc(NC(=O)C(C)N2CCN(S(=O)(=O)c3ccc(C)cc3)CC2)cc1 (configuration not stated),1.8,-0.8,0.5,-3.6,13.0,-12.0,1.6,-3.1,1.3
CCOC(=O)c1ccc(S(=O)(=O)Nc2ccc3cn[nH]c3c2)cc1,17.5,-3.0,-0.6,-17.1,14.1,-5.5,.,-1.3,1.1
Oc1ccccc1/C=N/NC(=S)NCCc1ccccc1,13.3,5.9,-0.3,-15.5,5.7,4.5,-0.2,-0.4,-0.1
COc1ccc(CCNC(=O)CCC2COc3ccccc3O2)cc1OC (configuration not stated),6.7,5.1,-3.8,-28.1,-2.4,-8.3,-0.5,-0.7,-0.9
CCc1n[nH]c2c1/C(=N\O)CC(C)(C)C2,7.8,0.0,0.3,10.5,4.4,5.8,-1.9,-0.7,-0.2
Cn1c(CNC(=O)c2ccc(Cl)c(Cl)c2)nnc1SCC(=O)Nc1sc2c(c1C#N)CCCC2,-2.8,1.7,-0.1,-4.9,4.4,1.4,-1.6,-3.2,-0.6
COC(=O)c1sc(-c2ccccc2)cc1NC(=O)c1ccccc1,9.6,1.9,-0.1,-2.5,3.6,-5.0,.,-4.3,-2.7
CN(C)c1ccc(NC(=O)c2ccc(N3CCOCC3)nc2)cc1,16.1,0.6,0.6,-27.8,5.0,-1.0,-5.4,0.3,2.9
Cc1ccc(S(=O)(=O)N2CCN(CC(=O)NCC3(N4CCOCC4)CCCCC3)CC2)cc1,-1.4,-1.8,.,.,4.7,-4.4,1.9,-1.0,.
COc1ccc(-n2ncc3c(N4CCCCC4)ncnc32)cc1,11.8,7.5,-0.7,-7.0,.,.,21.9,-1.3,-1.1
CCOC(=O)c1c(N)sc(C(C)=O)c1C,22.4,-0.4,0.1,2.6,17.1,16.7,?,-2.1,1.9
O=c1[nH]n2c(=O)c3c([nH]c2c1N=Nc1cccc(Cl)c1)CCCC3,4.4,-26.9,2.8,-1.2,-4.0,14.2,1.5,2.6,0.7
C/C(=N/OC(=O)c1ccc(C)cc1)c1cccs1,5.2,4.0,0.0,0.9,2.0,15.7,-1.2,0.5,4.2
CCOC(=O)c1c(C)[nH]c(C(=O)COC(=O)c2ccccc2NC(=O)c2ccco2)c1C,-8.3,0.7,-0.8,0.4,-4.1,0.3,.,-2.1,-0.6
CCCC(=O)Nc1nc2c(C)c(Cl)ccc2s1,-3.8,-2.3,0.5,-10.4,8.2,-9.5,.,-2.3,-1.1
CC(=O)N1CCc2c(sc(NC(=O)Cc3ccccc3)c2C(N)=O)C1,12.8,15.3,-1.0,-2.4,4.1,1.7,2.3,2.1,-0.9
NC(=O)c1cnn2c(C(F)(F)F)cc(-c3ccccc3)nc12,9.4,3.0,-0.5,-18.4,-10.2,-2.3,-1.8,0.6,-2.9
COc1ccc(CNC(=O)C2CCC(CNS(=O)(=O)c3cccs3)CC2)cc1 (configuration not stated),1.5,2.5,-4.0,-17.3,1.6,5.5,-0.8,-2.3,0.4
CCCS(=O)(=O)N1CCC(C(=O)NCCC(C)C)CC1,-3.9,7.4,-0.9,0.7,-1.2,3.6,.,-3.1,0.8
COc1ccc2c(c1)[nH]c1c(=O)n(/N=C/c3ccc(OC)c(CN4CCCC4)c3)cnc12,54.3*,1.7,1.0,2.0,-8.7,0.4,5.9,-1.1,-3.4
Cc1cc(=O)oc2cc(Oc3ncccc3[N+](=O)[O-])ccc12,0.6,2.6,-0.5,-0.1,-16.1,2.1,.,0.2,1.6
Cc1c(-c2ccccc2)oc2c(C(=O)OCC(=O)Nc3ccc(F)cc3)cccc2c1=O,-11.1,-2.5,0.5,2.0,0.5,-12.2,1.6,-4.3,2.3
C[C@H](CO)N1C[C@H](C)[C@@H](CN(C)S(=O)(=O)c2ccccc2)Oc2c(NS(=O)(=O)c3ccccc3)cccc2C1=O,-1.7,-1.7,-0.2,-1.4,0.6,-5.3,-0.7&-1.3,-2.2,.
c1ccc(CCn2c(SCc3ccccc3)nnc2-c2ccncc2)cc1,9.6,-4.1,0.6,9.5,5.9,26.4,2.8,-2.9,6.0
O=C(Cc1ccccc1)N/N=C/c1ccc2cccc(O)c2n1,11.7,1.8,-1.0,-7.4,-21.9,-13.0,.,0.7,0.8
O=C(Nc1nnc(-c2ccccc2Cl)s1)c1ccccc1F,0.0,-5.3,-2.8,22.3,5.6,15.0,-1.1,-2.4,-0.5
CCOC(=O)C1C(=O)C=C(c2cccc(NS(C)(=O)=O)c2)CC1c1ccco1 (configuration not stated),14.1,-0.2,-1.3,1.7,-12.8,-17.7,-0.5,-5.1,2.9
CC1CCC2(CC1)NC(=O)N(CC(=O)Nc1cccc(S(=O)(=O)N3CCOCC3)c1)C2=O (configuration not stated),6.0,-2.6,-0.2,-7.9,0.2,13.8,0.6,-3.6,0.9
Cn1cc(CNCc2cnc3ccccn23)c(-c2ccc(Oc3ccccc3)cc2)n1,3.3,3.6,-1.0,-7.8,5.5,-6.8,.,-1.9,-1.1
Cc1ccc2nc(N/N=C/c3ccccc3C#N)nc(-c3ccccc3)c2c1,21.8,1.3,-1.8,-5.4,.,.,-2.2,-0.9,-1.1
C=CCn1c(SCC(=O)c2ccc(Br)cc2)nnc1C(C)NC(=O)Cc1ccc(OC)cc1 (configuration not stated),12.7,2.2,1.0,1.2,.,.,-4.9,0.1,1.0
C=CCc1cc(C=C2C(=O)N(C)C(=O)N(C)C2=O)cc(OCC)c1OCc1ccccc1,-2.3,-1.9,-0.7,-5.5,0.9,11.2,.,-0.7,1.6
O=C(CCN1C(=O)c2ccccc2C1=O)Nc1ccc(F)cc1F,3.4,1.6,-0.9,-16.5,2.2,-3.6,0.9,-0.2,-1.1
COc1ccccc1/C=C/C(=O)NC(=S)N1CCN(C)CC1,16.1,0.4,-0.3,1.5,-6.0,-4.4,1.2,0.2,-0.9
CCOc1cc(C2NC(=O)NC(C)=C2C(C)=O)cc(Cl)c1OCC(=O)O (configuration not stated),-0.3,0.5,0.1,5.9,-1.8,1.8,0.4,-3.6,1.1
Cc1[nH]c2ccc(-c3n[nH]c(=S)n3-c3ccccc3)cc2c1C,-0.4,1.5,-0.2,-4.2,7.1,-0.9,.,1.4,-0.2

# Part of the list above, with two lines to a compound.
# Sequence of screens: GDH-TPI counter	Mtb FBA inh	BoNT-A LC inh2	BoNT-F LC inh	PrPC surface inh	CCHF vOTU inh	Mtb BioA inh	FadD28 FP inh	UGM FP inh
> Cc1cc(=O)oc2cc(Oc3ncccc3[N+](=O)[O-])ccc12
  0.6	2.6	-0.5	-0.1	-16.1	2.1	.	0.2	1.6
> Cc1c(-c2ccccc2)oc2c(C(=O)OCC(=O)Nc3ccc(F)cc3)cccc2c1=O
  -11.1	-2.5	0.5	2.0	0.5	-12.2	1.6	-4.3	2.3
> C[C@H](CO)N1C[C@H](C)[C@@H](CN(C)S(=O)(=O)c2ccccc2)Oc2c(NS(=O)(=O)c3ccccc3)cccc2C1=O
  -1.7	-1.7	-0.2	-1.4	0.6	-5.3	-0.7&-1.3	-2.2	.

# Continuation:
SMILES,GDH-TPI counter,Mtb FBA inh,BoNT-A LC inh2,BoNT-F LC inh,PrPC surface inh,CCHF vOTU inh,Mtb BioA inh,FadD28 FP inh,UGM FP inh
O=S(=O)(NCCCSc1ccccc1)c1ccccc1F,3.7,-2.1,-1.3,-5.7,-4.4,9.6,.,.,0.5
CCCC(CCC)C(=O)NNc1cc(=O)c2c(=O)n(C)c(=O)n(C)c2[nH]1,5.7,-1.6,-0.3,9.8,-0.8,-1.5,-0.6,-2.5,-2.7
Cc1ccc(S(=O)(=O)N2CN3CCN(C3)C2)cc1,-2.8,-1.7,0.5,2.3,1.1,-11.1,-0.7,-3.4,-1.2
CC(C)C(NS(=O)(=O)c1cccc(C(F)(F)F)c1)C(=O)NCc1cccs1 (configuration not stated),-2.5,2.2,0.8,3.2,-6.2,-3.5,-0.9,.,0.7
Cc1ccc(NS(=O)(=O)c2cc(Br)cnc2N)c(Cl)c1,3.5,1.2,-0.3,0.1,-0.7,16.3,-3.3,-0.7,1.7
COc1ccc(C2CC(c3cccs3)=NN2C(=O)CN2CCCCC2)cc1 (configuration not stated),12.0,5.5,1.0,-1.4,-9.4,10.1,.,-1.5,3.1
CC[C@@H]1[C@H]2CCCC(=O)N3CC[C@@H](C[C@@H]1OC(=O)NCc1ccccc1)[C@@H]23,0.5,-1.6,-1.7,-3.2,0.6,-4.1,-0.4,-0.4,0.0
COc1ccc(NC2c3ccccc3C(=O)N2Cc2ccc3c(c2)OCO3)cc1 (configuration not stated),8.6,-7.7,0.9,8.8,10.2,-8.0,0.7,-0.7,0.8
O=Cc1cn(Cc2cccc([N+](=O)[O-])c2)c2ccccc12,2.3,0.3,-0.7,-7.4,-7.8,-3.6,.,-2.3,-3.0
CCc1ccc2nc(NC(=O)Cn3cnc4ccccc4c3=O)sc2c1,7.5,-2.8,-0.4,3.2,5.8,6.4,-0.1,-5.0,-0.5
CCN(CC)CCCn1c2c(c(SCC(=O)Nc3cccc4ccccc34)nc1=O)CCC2,6.6,4.1,1.2,-6.6,-8.0,-4.7,-3.2,1.2,0.6
CC(C)OCC(O)CN1CCN(CCN2C(=O)c3cccc4cccc(c34)C2=O)CC1 (configuration not stated),11.8,-5.4,0.7,4.1,-33.1,10.9,-0.8,-2.3,-3.2
Cc1c(C(=O)c2no[n+]([O-])c2C(=O)c2cnn(C)c2C)cnn1C,0.6,0.5,0.1,-5.0,-1.4,0.4,-1.3,-1.4,-0.2
Cc1ccc(-n2nc(C)c(=O)c(-c3ccccc3)c2NC(=O)C(C)C)cc1,-8.4,-0.6,-3.1,-19.5,-3.2,3.8,-0.2,-3.6,1.8
COc1ccccc1OCCCn1c(=O)oc2ccccc21,-5.8,0.3,0.6,1.5,-0.8,12.8,0.0,-4.8,-0.7
CCN(C(=O)CN1CCN(c2ccc(OC)cc2)CC1)c1c(N)n(Cc2ccccc2)c(=O)[nH]c1=O,0.0,-0.6,-0.9,-30.4,-4.9,3.0,-0.3,-2.5,1.7
COc1ccc(NCCC(O)c2ccc(Cl)cc2)cc1 (configuration not stated),-2.1,-2.9,-0.6,3.9,-1.3,-7.5,0.0,-0.7,3.5
CCOC(=O)c1sc2nc(C)nc(NCc3ccccc3OC)c2c1C,4.7,-0.4,-2.9,20.7,5.9,-5.6,-0.8,-1.4,-0.7
CS(=O)(=O)Nc1ccc(C(=O)N2CCN(c3ccccc3F)CC2)cc1,11.9,0.2,-0.4,4.9,3.8,-6.0,-1.2,-2.0,0.5
O=C(CSc1nnc2ccccn12)NCCc1ccc(F)cc1,4.6,13.4,-0.9,-2.6,5.2,-21.9,.,-3.5,-0.7
CCOc1cccc(OCCOCCNC(C)(C)C)c1,5.7,4.9,3.7,33.3,-0.1,-9.0,.,-1.8,1.0
